Screening data as filed in PubChem.
MPTP block: inhibitors of mitochondrial permeability transition pore; isolated mouse mitochondria, Ca2+ swelling absorbance, 30 min; inhibition, % at 10 µM; 360,000 tested, 1.4% active; AID 602449;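 active means inhibition of 50% or more, scaled per plate between neutral and stimulator controls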;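 further: 0% = DMSO wells given calcium and 100% = 1 mM EGTA wells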
NR3A LBD binder: modulates the human NR3A ligand-binding domain. NR3A LBD differential scanning fluorimetry, Tm shift; 0% = protein alone, 100% = glycine-bound protein. AID 1259313. 340,000 tested, 2.5% active. Tm shift relative to glycine control, % at 25 µM;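 active means melting temperature shift of at least 10% of the positive control shift, at one fixed dose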
PfG6PD inh: PfG6PD (Plasmodium falciparum) enzyme inhibition; PfGluPho enzyme, NADPH resazurin-diaphorase fluorescence; inhibition, % at 20 µM; 350,000 tested, 0.78% active; AID 504690;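 active means inhibition reaching at least a set limit at 20 µM in the primary screen, cut at about 59% in these data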;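 further: 0% = DMSO wells with substrate and 100% = DMSO wells lacking glucose-6-phosphate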
SENP6 inh: inhibitors of human SENP6 protease; Q9GZR1; inhibition, % at 10 µM; 330,000 tested, 1.8% active; Recombinant SENP6 catalytic domain, aminoluciferin luminescence; AID 2599;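 active means inhibition above about 50% at the single tested dose, limit read from the data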;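 further: plate controls were DMSO wells with enzyme for no effect and DMSO wells lacking enzyme for full effect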
ATG4B inh: blocks human ATG4B protease cleavage of LC3 substrate; ATG4B cleavage of LC3-PLA2, NBD-HPC fluorescence, 1 h; inhibition, % at 8.33 µM; 340,000 tested, 0.51% active; AID 504462; in the data active means inhibition above about 40%
HKDC1 inh: blocks human hexokinase HKDC1 activity; Q2TB90; inhibition, % at 20 µM; AID 493160; 340,000 tested, 0.16% active; recombinant HKDC1, G6PDH/diaphorase resazurin coupled fluorescence;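 active means inhibition above about 35% when tested at 20 µM, limit read from the data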;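 further: plate controls were DMSO wells with enzyme for no effect and DMSO wells lacking enzyme for full effect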
Target sequence (Q2TB90 whole entry, looked up): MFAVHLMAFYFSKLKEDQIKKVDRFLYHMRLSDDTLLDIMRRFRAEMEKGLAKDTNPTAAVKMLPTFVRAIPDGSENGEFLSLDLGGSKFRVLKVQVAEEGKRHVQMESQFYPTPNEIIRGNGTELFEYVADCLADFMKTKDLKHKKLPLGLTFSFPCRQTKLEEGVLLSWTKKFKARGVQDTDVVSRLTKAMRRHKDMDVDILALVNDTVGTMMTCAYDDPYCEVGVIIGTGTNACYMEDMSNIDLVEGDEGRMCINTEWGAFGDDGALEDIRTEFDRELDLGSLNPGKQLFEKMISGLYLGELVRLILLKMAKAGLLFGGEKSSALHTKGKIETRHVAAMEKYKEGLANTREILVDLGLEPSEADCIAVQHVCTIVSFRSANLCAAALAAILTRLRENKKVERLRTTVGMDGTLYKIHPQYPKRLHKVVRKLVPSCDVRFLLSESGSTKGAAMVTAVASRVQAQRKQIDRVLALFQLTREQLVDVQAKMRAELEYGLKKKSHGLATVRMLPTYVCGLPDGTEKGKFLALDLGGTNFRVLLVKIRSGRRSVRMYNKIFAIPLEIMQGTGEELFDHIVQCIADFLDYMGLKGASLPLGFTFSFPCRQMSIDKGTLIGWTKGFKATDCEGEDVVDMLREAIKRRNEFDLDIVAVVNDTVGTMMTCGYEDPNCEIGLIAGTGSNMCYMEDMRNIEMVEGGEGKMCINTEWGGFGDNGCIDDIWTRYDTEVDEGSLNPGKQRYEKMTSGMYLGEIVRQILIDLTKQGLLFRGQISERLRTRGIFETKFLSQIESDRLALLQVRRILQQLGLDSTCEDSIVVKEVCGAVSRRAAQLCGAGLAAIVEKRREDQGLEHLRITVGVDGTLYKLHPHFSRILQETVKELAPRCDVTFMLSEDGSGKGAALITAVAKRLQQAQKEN
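Incubation: 90 min at room temperature in dark / Material: recombinant HKDC1 (HK5) hexokinase enzyme, produced in-house / Quantity: enzyme 5 µg/mL final / Compound: one dose of 20 µM, 1% DMSO / Reagent: glucose and ATP substrates / Buffer or medium: Tris pH 8.0 buffer with MgCl2, Tween-20, BSA, BME / Technique: resorufin fluorescence at 613 nm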
SENP8 inh: blocks human SENP8 cleavage of Nedd8 substrate; Q96LD8; 360,000 tested, 0.64% active; inhibition, % at 20 µM; recombinant SENP8, Nedd8 substrate fluorescence; AID 602440; in the data active means inhibition mostly above about 40%, no sharp cut-off; inactive means mostly below about 27%
Target sequence (Q96LD8 whole entry, looked up): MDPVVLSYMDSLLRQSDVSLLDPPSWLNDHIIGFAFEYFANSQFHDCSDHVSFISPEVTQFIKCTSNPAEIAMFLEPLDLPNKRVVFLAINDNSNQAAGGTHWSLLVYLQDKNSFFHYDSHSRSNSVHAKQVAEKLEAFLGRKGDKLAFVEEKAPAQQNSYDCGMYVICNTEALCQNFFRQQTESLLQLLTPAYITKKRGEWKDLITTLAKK
SENP7 block: inhibitors of human SENP7 protease | Q9BQF6 | recombinant SENP7, Z-RLRGG-aminoluciferin luminescence, 40 min | inhibition, % at 5 µM | 330,000 tested, 1.5% active;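 active means inhibition above about 50% at the single test dose, limit read from the data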;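 further: plate controls were DMSO with enzyme for no effect and no enzyme buffer wells for full effect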
Active calls of the source: *; i = inactive; . = not tested or not shown.

SMILES	MPTP block	NR3A LBD binder	PfG6PD inh	SENP6 inh	ATG4B inh	HKDC1 inh	SENP8 inh	SENP7 block
COc1ccccc1NC(=O)COC(=O)C1CC(=O)N(c2ccc3c(c2)OCCO3)C1 (stereo unspecified)	0.4	-1	-5	-9	2	-2	13	0
COc1ccc(OCC(=O)Nc2ccccc2-c2ccccc2)cc1	-3.9	1	-19	-15	3	0	6	4
Cn1ccnc1SCC(=O)N1CCc2ccccc21	-0.5	-1	2	-1	-1	-3	6	6
Cc1nn(CC(=O)N2CCN(S(=O)(=O)c3ccccc3)CC2)c(C)c1[N+](=O)[O-]	1.1	1	-5	-12	-2	-2	12	7
Cc1ccc(CNC(=O)COC(=O)CSc2cc(C)c(Br)cc2C)cc1	-2.7	-10	-3	-10	6	2	16	-2
Cc1ccc(NC(=O)C(NC2CCCc3ccccc32)c2ccccc2)cc1Cl (stereo unspecified)	13	-1	-2	0	3	-4	6	0
OCC[C@H]1C[C@@H](O)[C@H](O)[C@]2(CCCCO2)O1	-3.0	0	-1	18	-8	0	6	-1
O=S1(=O)CCO[C@H]2Cc3ccccc3[C@H]2N1Cc1ccccc1Br	0.5	-1	7	-4	5	3	4	13
Cn1nc(-c2ccccc2)c(CSc2cccc(Cl)c2)c1Cl	-3.3	-1	-5	-19	13	-4	-10	3
CCOC(=O)COc1ccccc1-c1ccno1	3.0	-2	-1	13	-2	-9	8	8
CSC(=S)N(C)C1CCS(=O)(=O)C1 (stereo unspecified)	1.3	2	-5	-10	-11	-10	22	6
COc1ccc(C2C(C#N)=C(N)OC3=C2C(=O)CC(C)(C)C3)cc1Cn1nc(C)c([N+](=O)[O-])c1C (stereo unspecified)	2.5	-1	-1	-9	-5	-10	16	-3
Cc1cc(C)n2nc(C(=O)OCC(=O)N3C(C)CCCC3C)nc2n1 (stereo unspecified)	-2.4	0	-11	-12	4	-1	-6	-7
COc1cccc(-c2nc(CS(=O)(=O)CC(=O)Nc3cc(F)ccc3F)c(C)o2)c1	0.2	0	-2	-5	-6	-1	6	-11
CCC1CCCCN1S(=O)(=O)c1ccc(NC(=O)C2CCCO2)cc1 (stereo unspecified)	0.6	-1	-5	7	-9	-4	2	-2
CC(=O)n1nc(-c2ccco2)nc1SCc1ccccc1	-1.2	1	14	-3	3	-4	1	0
COc1cc(-c2noc(C)c2C(=O)NCCO)cc(OC)c1OC	1.3	-1	-10	-3	6	-2	1	0
CCCCn1c(SCc2ccc(Cl)cc2)nc2c1c(=O)[nH]c(=O)n2C	-0.6	-3	19	-19	-10	-1	36	-2
COc1cccc(C2N(Cc3ccccc3)C(=O)C2(F)F)c1OC (stereo unspecified)	2.1	1	1	-3	2	-3	12	3
COc1cc2c(cc1OC)C(c1cc3ccccc3oc1=O)=NC(C)(C)C2	9.3	-2	13	-5	-2	-7	-15	3

The list goes on, overlapping the part above by 4 compounds.
SMILES	MPTP block	NR3A LBD binder	PfG6PD inh	SENP6 inh	ATG4B inh	HKDC1 inh	SENP8 inh	SENP7 block
COc1cc(-c2noc(C)c2C(=O)NCCO)cc(OC)c1OC	1.3	-1	-10	-3	6	-2	1	0
CCCCn1c(SCc2ccc(Cl)cc2)nc2c1c(=O)[nH]c(=O)n2C	-0.6	-3	19	-19	-10	-1	36	-2
COc1cccc(C2N(Cc3ccccc3)C(=O)C2(F)F)c1OC (stereo unspecified)	2.1	1	1	-3	2	-3	12	3
COc1cc2c(cc1OC)C(c1cc3ccccc3oc1=O)=NC(C)(C)C2	9.3	-2	13	-5	-2	-7	-15	3
NC(=O)CSc1nnc(NC(=O)C2CC(=O)N(c3ccc(F)cc3)C2)s1 (stereo unspecified)	0.8	-2	1	-6	11	-6	-9	4
CC(C)CCOc1ccc(Cl)cc1CN1CCOCC1	6.3	2	-18	-4	1	2	25	5
NNC(=O)Cc1csc(-c2ccccc2)n1	-2.6	-2	11	1	-4	-7	23	2
COc1ccc(-c2cc(C(=O)NCCN3CCOCC3)c3ccccc3n2)c(OC)c1	0.2	-3	0	-6	-2	3	-300	-4
Cc1ccnc(NC(=O)c2ccc(S(=O)(=O)N3CCCCC3)cc2)c1	-2.4	1	4	-13	-20	-2	1	-12
COc1ccc(C2(CNS(=O)(=O)c3ccc(C)cc3)CCOCC2)cc1	0.7	0	-13	-15	-3	-3	17	-3
S=C(NCc1ccc2[nH]c3c(c2c1)CCCC3)Nc1ccccc1Cl	2.8	11*	14	-10	14	2	-4	3
COc1ccc(C(=O)Nc2nc(-c3ccccc3)c(C(C)=O)s2)c(OC)c1	0.8	0	6	-17	-6	-2	-9	-1
CCOc1ccccc1C(=O)N[C@H](C(=O)Nc1nc2c(s1)CCCC2)C(C)C	16	-2	25	0	5	-11	-5	-1
CCOC(=O)C1C(=O)C=C(c2ccc(C)cc2)CC1c1ccccc1 (stereo unspecified)	0.5	-2	0	-3	-1	3	15	3
CC(C)(C)c1nnc(NC(=O)COc2ccc3c(c2)OCO3)s1	-0.1	-8	-2	-39	5	-6	4	-19
O/N=C(\c1ccc(Cl)cc1)c1ncc(C(F)(F)F)cc1Cl	-0.1	-4	6	-27	15	4	22	-7
CCSc1nnc(NC(=O)c2cc(C)on2)s1	-2.0	2	23	1	-5	-6	17	3
CC(=O)c1ccc(NC(=O)c2onc(C)c2Cl)cc1	-1.1	-1	-21	7	-2	0	10	-1
CCOc1ccc(NC(=O)CN(C)C(=O)CCCn2c(=O)oc3ccccc32)cc1OCC	-1.4	0	0	-6	-1	-1	5	3
Cc1c(NC(=O)c2ccc3c(c2)OCO3)cccc1-c1nc2ccccc2s1	1.0	-8	12	-15	-1	-12	4	-8
O=C(/C=C/c1ccc([N+](=O)[O-])cc1)OCc1cnc(-c2ccccc2)o1	-2.0	-2	1	-16	-9	-2	-1	-1
O=C(C[n+]1ccccc1)N/N=C/c1cc(Br)ccc1F	-0.6	1	-12	-9	-3	-5	4	-3
C=CCOc1ccc(CN(C)CC(O)COc2ccc(CCC(C)=O)cc2)cc1 (stereo unspecified)	1.1	0	8	-26	-8	-7	11	4
Cc1ccc(/C=C2\SC(=S)N(c3cccnc3)C2=O)o1	1.0	-1	6	-3	-1	1	31	21
CC1=C(C(=O)OCC2CCCCC2)C(c2ccc(F)cc2)NC(=O)N1 (stereo unspecified)	0.3	-2	-4	9	-4	-2	6	4
CCC(=O)Nc1cccc(C(=O)/C=C/c2cc(Br)ccc2OC)c1	2.8	-6	18	-15	-8	22	6	-2
Cc1cc(C)c(S(=O)(=O)Nc2ccc3c(c2)CCC3)c(C)c1	8.0	-9	18	2	0	-8	19	11
COc1ccc(/C=C2/C(=O)C(C)(C(C)C)CCC2C)cc1 (stereo unspecified)	-2.3	10*	27	-1	-3	2	24	-8
CCOC(=O)CSc1snnc1-c1ccccc1	-5.3	-2	6	-5	-10	-6	15	4
CC(=O)c1cccc(NC(=O)C2CCN(S(=O)(=O)c3ccccc3)CC2)c1	-3.8	3	-5	-12	-3	4	6	-15
O=C(COC(=O)Cc1cccc(C(F)(F)F)c1)NC1CC1	-0.1	-2	-4	-2	-4	-10	12	6
COc1cccc(CN2CCN(C(c3ccccc3)c3ccccc3)CC2)c1O	0.8	-1	5	-15	0	1	15	12
CC1CCCC(C)N1C(=O)CNCc1ccc2c(c1)OCO2 (stereo unspecified)	-0.6	0	-7	-18	5	0	10	1
O=C(Cc1ccccc1[N+](=O)[O-])NCc1ccco1	0.3	1	-6	-7	-13	-1	2	3
COc1ccc(C2C(C#N)=C(N)OC3=C2C(=O)CC(C)(C)C3)c([N+](=O)[O-])c1OC (stereo unspecified)	0.1	4	17	-1	-12	9	-165	14
CCOc1ccc(OCCC(=O)OCC(=O)N2CCN(S(=O)(=O)c3ccc(C)cc3)CC2)cc1	-1.1	-1	-7	-24	-2	5	8	-2
CCN1C(=NCC(C)C)N[C@@H](c2cccc(C(F)(F)F)c2)C(C(=O)OC)=C1C	-1.1	-2	-3	4	5	-2	9	0
CC(C)Nc1cc(C(C)(C)C)nc2c(-c3ccccc3)cnn12	3.2	-17	26	-13	0	1	-447	9
N#CCCCSc1nnc(Cc2ccc3c(c2)OCO3)o1	0.9	12*	-13	-14	3	0	22	-4
C/C(=C(/NC(=O)c1ccccc1)C(=O)O)c1ccco1	-0.5	-3	-2	0	-1	-9	16	-5
Cc1ccc(S(=O)(=O)N2CCN(C(C)CC(=O)O)CC2)cc1 (stereo unspecified)	-0.2	-1	-12	6	1	-13	8	6
COc1ccc(/C=C(/NC(=O)c2ccccc2)C(=O)NCc2ccco2)cc1	-0.8	-2	3	-12	-2	-5	18	5
COc1ccc(NS(=O)(=O)c2cc3c(cc2C)N(C(C)=O)CCO3)c(OC)c1	0.5	-3	1	-21	-7	-4	11	-3
COc1ccc(NC(=O)CN2CCN(CC(=O)Nc3ccccc3Cl)CC2)cc1	-1.7	0	2	-15	-11	0	4	-1

Quoted from the results shown (two entries):
SMILES	MPTP block	NR3A LBD binder	PfG6PD inh	SENP6 inh	ATG4B inh	HKDC1 inh	SENP8 inh	SENP7 block
CC1=C(C(=O)OCC2CCCCC2)C(c2ccc(F)cc2)NC(=O)N1 (stereo unspecified)	0.3	-2	-4	9	-4	-2	6	4
CCC(=O)Nc1cccc(C(=O)/C=C/c2cc(Br)ccc2OC)c1	2.8	-6	18	-15	-8	22	6	-2

Remaining list, next part:
SMILES	MPTP block	NR3A LBD binder	PfG6PD inh	SENP6 inh	ATG4B inh	HKDC1 inh	SENP8 inh	SENP7 block
Cc1ccccc1-n1c(=O)n(Cc2ccccc2)c(=O)c2[nH]cnc21	1.7	-4	-1	-8	-3	-4	-4	2
O=C(CSc1ccccc1)Nc1ccc(N2CCN(c3ccccc3)CC2)c(F)c1	0.1	-12	-7	-4	-3	1	24	-1
CCC(C)NC(=O)C(Cc1ccccc1)NS(=O)(=O)c1cccc2nsnc12 (stereo unspecified)	-0.8	1	-9	-6	-11	2	22	0
Cc1cccc(-n2c(C)n[nH]c2=S)c1	-0.9	0	25	8	-2	-9	16	1
Cc1cccc(COCCN2CCN(S(=O)(=O)c3ccccc3)CCC2=O)c1	-1.3	2	-9	-11	4	2	17	-4
CC(C)(C)S(=O)(=O)N1Cc2cc(CO)cc(CCO)c2[C@@H]1CCO	0.1	1	12	.	-7	-9	3	.
CCCOc1c(OC)cccc1C1CC(=O)Nc2cc(OC)c(OC)c(OC)c21 (stereo unspecified)	0.0	-5	6	1	1	1	27	12
O=C(c1cccs1)N1N=C(c2ccccc2)CC1c1ccccc1 (stereo unspecified)	0.9	-1	15	-21	10	0	-5	-5
C=CCn1c(=O)c(C(=O)NC2CC2)c(O)c2cc(OC)c(OC)cc21	0.0	-1	-26	12	6	-1	-299	1
Cc1onc(-c2ccccc2Cl)c1C(=O)OCC(=O)Nc1cccc(S(=O)(=O)N(C)C)c1	1.2	-7	-2	5	6	-3	18	-4
Cc1ccc(S(=O)(=O)NN2Cc3ccccc3C2=N)cc1	-0.2	-1	-6	23	-5	0	5	-5
C/C(=N\NC(=O)Cc1cccn1C)c1ccco1	1.3	0	-14	-8	-2	2	22	-4
Cc1cc(NS(=O)(=O)c2ccccc2)ccc1NS(=O)(=O)c1ccccc1	-0.9	-4	-11	.	-1	1	4	.
Cc1ccccc1N1CCN(C2CCCN(C(=O)c3cn4c(C)cccc4n3)C2)CC1 (stereo unspecified)	-1.9	1	8	-24	-2	-3	5	-10
CCCCn1nc2cc(C(=O)NCc3ccccc3)ccc2c1OCC	0.7	-2	-14	-5	11	2	i	-5
CC1CCCCC1NC(=O)c1ccncc1 (stereo unspecified)	0.9	-1	-20	-5	2	-6	7	3
COC(=O)c1cc2c(ccn2-c2ccc(F)cc2)n1CC(=O)N1CCN(C(=O)c2ccco2)CC1	-1.1	1	5	-8	-22	-4	-398	-3
COC(=O)c1ccc(NC(=O)CCN2CCN(CCC(=O)Nc3ccc(C(=O)OC)cc3)CC2)cc1	0.1	1	6	-13	-5	-3	21	-4
CCCCC(=O)Nc1ccc(NC(=S)NC(=O)CC)cc1OC	-2.2	-1	-1	-4	-4	-6	20	2
